Mtb BioA inh: blocks M. tuberculosis BioA enzyme activity; 360,000 compounds, 0.096% hits; inhibition, % at 9.99 µM; AID 602481; purified M. tuberculosis BioA enzyme, plate reader; in the data active = inhibition above about 40%; inconclusive = no clear call, values can overlap the other calls
Vc quorum ag: quorum light induction in luxS cqsA deficient V. cholerae. V. cholerae BH1578 lux reporter, luminescence, 6 h. activation, % at 18.7 µM. 350,000 compounds, 0.16% hits; in the data active = activation mostly above about 9.7%, no sharp cut-off; inconclusive = no clear call, values can overlap the other calls; inactive = mostly below about 3.7%; also: not every result past the cut was called active; inactives centre near 0; reference of the scale not given here
Yp Topo-I inh: Y. pestis Topo-I inhibition via cleavage products; AID 504884; 360,000 compounds, 0.064% hits; activity, % at 10 µM; Y. pestis Topo-I cleavage product accumulation, plate reader; in the data active = activity above about 50%, passing the limit was not always enough; inconclusive = no clear call, values can overlap the other calls; also: inactives centre near 2
PfHsp40 yeast: compounds rescuing yeast from Plasmodium falciparum HSP40 toxicity. S. cerevisiae expressing PfHsp40, growth rescue, ATP luminescence. growth rescue, % at 12.5 µM. 340,000 compounds, 0.68% hits; in the data active = growth rescue above about 28%, passing the limit was not always enough; inconclusive = no clear call, values can overlap the other calls;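 also: yeast W303a lacking pdr1 and pdr3 grown in galactose medium; growth measured after three days at 30 °C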
TcdB GH inh: blocks C. difficile toxin B glycohydrolase activity; TcdB glycohydrolase enzymatic assay, plate reader; inhibition, % at 9.99 µM; 350,000 compounds, 0.24% hits; AID 652162; in the data active = inhibition above about 10%
UGM FP inh: Mtb UDP-galactopyranose mutase inhibition. purified UGM, fluorescence polarization probe displacement. AID 504406. 320,000 compounds, 0.06% hits. P9WIQ1. inhibition, % at 10 µM; in the data active = inhibition above about 10%, passing the limit was not always enough; inconclusive = no clear call, values can overlap the other calls
Target sequence (P9WIQ1 whole entry, looked up): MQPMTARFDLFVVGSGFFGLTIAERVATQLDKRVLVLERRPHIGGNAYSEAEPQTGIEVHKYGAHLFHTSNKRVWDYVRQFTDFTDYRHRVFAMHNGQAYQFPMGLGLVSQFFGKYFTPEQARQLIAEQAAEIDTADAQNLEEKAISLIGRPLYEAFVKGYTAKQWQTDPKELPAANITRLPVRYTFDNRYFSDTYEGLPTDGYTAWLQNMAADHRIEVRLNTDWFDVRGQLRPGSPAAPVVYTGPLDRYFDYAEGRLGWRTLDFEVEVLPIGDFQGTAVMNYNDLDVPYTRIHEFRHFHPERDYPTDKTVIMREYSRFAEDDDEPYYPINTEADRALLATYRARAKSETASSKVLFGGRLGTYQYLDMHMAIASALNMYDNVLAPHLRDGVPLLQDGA
GDH-TPI counter: GDH-TPI coupled enzyme inhibition counter-screen; GDH-TPI coupled enzyme counterscreen, NADH absorbance; inhibition, % at 4.8 µM; 360,000 compounds, 1.2% hits; AID 588335; in the data active = inhibition above about 30%;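 also: 0% = DMSO wells and 100% = wells lacking the enzyme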
FBA Mtb inh: inhibits M. tuberculosis FBA enzyme. inhibition, % at 1 µM. P9WQA3. AID 588726. 360,000 compounds, 2.3% hits. purified M. tuberculosis FBA, fluorescence read-out; in the data active = inhibition above about 27%;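 also: 0% = vehicle and 100% = reference inhibitor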
Target sequence (P9WQA3 whole entry, looked up): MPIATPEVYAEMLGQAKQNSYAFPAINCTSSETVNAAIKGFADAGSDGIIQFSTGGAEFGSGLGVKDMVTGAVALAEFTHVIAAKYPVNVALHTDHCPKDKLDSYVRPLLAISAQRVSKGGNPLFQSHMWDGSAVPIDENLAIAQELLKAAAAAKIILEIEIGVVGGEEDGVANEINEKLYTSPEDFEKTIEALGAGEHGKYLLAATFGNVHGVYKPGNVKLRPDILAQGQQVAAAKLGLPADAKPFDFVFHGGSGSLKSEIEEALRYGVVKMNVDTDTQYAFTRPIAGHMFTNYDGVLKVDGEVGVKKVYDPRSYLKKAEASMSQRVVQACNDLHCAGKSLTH
FadD28 FP inh: blocks FadD28 binding to the bisubstrate probe. fluorescence polarization. inhibition, % at 12.5 µM. 360,000 compounds, 0.22% hits. AID 588549; in the data active = inhibition above about 8.5%, passing the limit was not always enough; inconclusive = no clear call, values can overlap the other calls
* marks the source's active call; other numbers are inactive results; i = inactive; ? = inconclusive; . = no result given; & = joins results of further samples.

Results follow in this order: Mtb BioA inh, Vc quorum ag, Yp Topo-I inh, PfHsp40 yeast, TcdB GH inh, UGM FP inh, GDH-TPI counter, FBA Mtb inh, FadD28 FP inh
1. Cc1ccsc1CN(C)CC(=O)Nc1ccccc1C(=O)NC1CC1
 : ., i, -3, -1.3, 0.5, -2.8, 5, -1, -2.8
2. COc1cccc(-c2sc3ccc(OC)cc3c2-c2cc(F)cc(OC)c2)c1
 : -1.5, -0.6, 6, -0.3, -0.4, 0.0, 13, 1, -1.4
3. CCN1CCN(CC(=O)Nc2ccc3c(c2)OCCO3)C(=O)C1=O
 : -0.4, -0.2, -3, 0.9, 0.5, 1.4, 0, 4, -1.9
4. CCOc1cc(C=O)ccc1O
 : 0.5, -0.4, 2, -0.6, 0.4, ., 31, 1, -1.1
5. O=C(COC(=O)CCC1CCCC1)Nc1ccc(F)cc1Cl
 : -1.4, 0.5, 17, -0.2, 0.5, -0.7, -1, 0, 0.3
6. Cc1cc(C)n2nc(C(=O)NNC(=O)c3ccccc3)nc2n1
 : -0.8, -3.3, 2, -0.3, 1.3, 1.6, 1, -1, -3.3
7. CCNC(=S)N1CCN(CC)CC1
 : ., i, 14, -3.0, 1.1, 0.7, 1, 0, -1.9
8. COCC(C)NC(=O)c1ccc2nc(-c3ccccc3)c(-c3ccccc3)nc2c1 (configuration not stated)
 : -0.7, 1.2, 25, 1.1, 0.9, 0.0, 18, 42*, -0.2
9. O=C(Cc1ccccc1)CC1(O)C(=O)Nc2ccccc21 (configuration not stated)
 : ., -0.4, 1, -1.6, ., -1.1, 5, 1, -0.4
10. Cc1cc(O)c(N=Cc2cc3c(cc2[N+](=O)[O-])OCO3)cc1C
 : ., -0.3, -3, -0.8, 0.4, -1.6, 1, -2, -2.7
11. CSCCC(NC(=O)c1ccccc1Cl)C(=O)NCCc1ccccn1 (configuration not stated)
 : -0.8, -4.2, 6, -1.4, 0.8, 0.3, 0, 0, -0.7
12. CO[C@@]1(NC(=O)C2SC(=C(C(N)=O)C(=O)O)S2)C(=O)N2C(C(=O)O)=C(CSc3nnnn3C)CS[C@@H]21 (some centres not stated)
 : -1.1, -0.7, 2, -0.6, -0.1, 2.7, 1, 0, -0.7
13. COc1ccc(-c2ccc3c(c2)S(=O)(=O)c2cccc(C(=O)N4CCN(c5ccc(Cl)cn5)CC4)c2C3=O)cc1OC
 : -1.4, -0.2, -2, 1.2, 0.5, 2.1, -8, 3, -2.8
14. O=C(CN1C(=O)COc2ccc(Cl)cc21)NC1CC1
 : -0.7, -0.8, 0, 0.4, -1.8, -0.6, 12, 3, 0.1
15. O=C(Cc1ccc(Cl)cc1)NCC(=O)N1CCC2(CC1)NCCc1[nH]cnc12
 : 4.6, i, -4, ., 1.3, ., 6, 3, -0.9
16. O=C(NC(=S)N1CCOCC1)c1cc2ccccc2o1
 : ., -0.5, -8, 0.8, 4.2, 2.8, 1, -1, -4.8
17. COCC#Cc1ccc2c(c1)O[C@@H](CN(C)C(=O)Nc1ccc(OC)cc1)[C@H](C)CN([C@H](C)CO)S2(=O)=O
 : 1.1&3.0, -0.5, 0, ., 0.6&0.3&0.5, ., 11, 1, -1.2
18. O=C(NNC(=O)c1ccc(Cl)c([N+](=O)[O-])c1)c1ccncc1
 : -0.1, i, 8, -1.4, -0.2, -1.4, 20, 2, ?
19. Oc1ccc(C[C@@H]2CNCCN2CCC23CC4CC(CC(C4)C2)C3)cc1
 : -0.2, -0.5, -5, -0.7, -0.5, -1.7, 9, 0, -0.9
20. COc1ccc(F)c(C2C(C#N)=C(N)Oc3n[nH]c(C(C)(C)C)c32)c1 (configuration not stated)
 : 1.4, -1.3, -1, 1.8, ., 0.4, -10, -1, -9.1
21. CC(C)C[C@H]1CNC(=S)N1C[C@H]1CCCN1C[C@H](Cc1ccc(O)cc1)N1C[C@H](Cc2ccccc2)N(CC2CCCCC2)C1=S
 : -3.0, ., ., ., 0.4, ., ., 1, -2.3
22. COc1ccc(-n2c(SCC(=O)Nc3ccccc3C)nc(O)c(Cc3ccccc3)c2=O)cc1
 : -2.3, ., -2, 0.6, 0.2, 0.0, 0, -1, -1.4
23. NS(=O)(=O)c1ccc(CCNC(=O)Cc2ccc(S(=O)(=O)N3CCOCC3)s2)cc1
 : 6.0, i, -3, -0.2, -1.9, 1.5, 6, -2, 0.9
24. CC(C)=Nc1ccccc1C1COC(=O)C1=N (configuration not stated)
 : ., -0.2, -2, -1.0, -2.4, ., 9, 1, -1.6
25. COc1ccc2cc3c(N)nn(C(=O)c4ccc(F)cc4)c3nc2c1
 : ., -0.5, -6, 0.2, 2.1, 0.3, 41*, 1, -2.4
26. O=C(CN(C1CCCCC1)S(=O)(=O)c1ccccc1)N1CCCC1
 : -0.7, ., 6, -1.4, -0.5, 2.9, -9, 0, -6.3
27. COC(=O)c1ccccc1NC(=O)c1cc2ccccc2o1
 : -1.0, -0.4, -1, 2.2, 0.8, 0.2, 7, 0, -1.5
28. O=C(CSc1nnc(Cn2cnc3ccccc32)o1)Nc1cccc2ccccc12
 : -1.2, -5.0, -2, -0.1, ., -3.9, -1, -3, 1.2
29. O=C(NCC(=O)N1CCN(c2cccc(Cl)c2)CC1)c1ccc(Br)o1
 : 0.2, -2.3, 9, 2.5, -0.4, -0.7, 1, 3, -0.8
30. Cc1cc(=O)[nH]c(Nc2ccc(C(=O)OC(C)C)cc2)n1
 : 1.1, i, 0, 0.2, ., 0.6, -2, 0, -8.0
31. O=C(/C=C/c1cn(-c2ccccc2)nc1-c1cccnc1)NCCN1CCOCC1
 : ., -0.5, 8, -0.4, 0.3, -1.0, 1, 2, -4.2
32. COc1cccc(NC(=O)N2CCC(NC(=O)C3CCCCC3)CC2)c1
 : -0.8, -0.2, 5, 1.4, ., -5.4, -3, 0, -2.8
33. CN(C)S(=O)(=O)c1ccc(Cl)c(NC(=O)COC(=O)[C@@H]2CCCN2C(=O)c2cccs2)c1
 : ., -0.3, 22, -0.8, 0.5, -0.7, 3, -2, -5.8
34. CCCc1c(C)c2ccc(OCC(C)=O)cc2oc1=O
 : -0.3, -0.4, 2, -0.1, ., -1.2, 4, 124*, -3.7
35. CCCOC(=O)/C(C)=N\NC(=O)c1ccco1
 : -1.1, -5.6, 2, -1.4, ., -2.5, -5, 3, -2.4
36. COC(=O)c1ccccc1NC(=O)CN(Cc1ccccc1)S(C)(=O)=O
 : 0.0, i, -1, 0.0, ., -0.8, 13, 5, -3.1
37. COC(CNC(=O)c1cc(C(=O)c2c(-c3c(Cl)cccc3Cl)noc2C)c[nH]1)OC
 : -1.1, i, -11, 0.8, ., 0.0, 0, 0, -1.7
38. Cc1ccc(S(=O)(=O)Nc2ccccc2C=Nc2cccc(C)c2C)cc1
 : ., -0.2, 5, 2.8, 2.8, 6.2, 10, -2, 1.1
39. CCOC(=O)c1ccccc1NC(=O)CN1C(=O)NC(C)(CCc2ccccc2)C1=O (configuration not stated)
 : -0.5, i, 14, 3.3, -2.7, -2.4, 3, -2, -0.9
40. O=C(/C=C/c1cccs1)N1CCC2(CC1)Oc1ccc(Cl)cc1C(=O)C21CC(c2ccccc2)=NO1 (configuration not stated)
 : -2.5, -0.8, 15, -1.0, -0.1, -1.3, 4, -4, -0.7

Three compounds from above with just FadD28 FP inh and Yp Topo-I inh.
| cpd | SMILES | FadD28 FP inh | Yp Topo-I inh |
| --- | --- | --- | --- |
| 35 | CCCOC(=O)/C(C)=N\NC(=O)c1ccco1 | -2.4 | 2 |
| 36 | COC(=O)c1ccccc1NC(=O)CN(Cc1ccccc1)S(C)(=O)=O | -3.1 | -1 |
| 21 | CC(C)C[C@H]1CNC(=S)N1C[C@H]1CCCN1C[C@H](Cc1ccc(O)cc1)N1C[C@H](Cc2ccccc2)N(CC2CCCCC2)C1=S | -2.3 | . |

New compounds follow
Results follow in this order: Mtb BioA inh, Vc quorum ag, Yp Topo-I inh, PfHsp40 yeast, TcdB GH inh, UGM FP inh, GDH-TPI counter, FBA Mtb inh, FadD28 FP inh
41. CCn1c(=N)n(CC(=O)c2ccc(OC)c(OC)c2)c2ccccc21
 : ., i, -4, 0.1, 0.6, 0.2, -2, 2, -1.1
42. COC(=O)c1sc(S(=O)(=O)NC(Cc2ccccc2)C(=O)O)c(C(=O)OC)c1C (configuration not stated)
 : 10, i, 0, -1.1, -0.6, 0.4, 3, -1, -2.8
43. COc1ccc(-c2nc(SCC(=O)Nc3nccs3)c(-c3ccc(Cl)cc3)[nH]2)cc1
 : 0.7, i, -10, 0.4, 1.3, -0.6, 1, -2, -3.5
44. O=C(NNC(=O)c1c(O)c2ccccc2[nH]c1=O)c1ccccc1
 : -1.3, -3.6, 13, 3.0, 0.1, -3.2, 3, -35, -0.8
45. CCOC(=O)Nc1ccc2c(c1)N(CCCN(C)C)c1ccccc1CC2
 : -1.0, -0.9, -7, -1.7, 1.7, 0.1, 18, 7, -2.2
46. Cc1csc(N2CCCC2c2nc3cc(C(F)(F)F)ccc3n2CCOCCO)n1 (configuration not stated)
 : 0.8, i, 4, -0.8, -0.3, -2.0, -7, 1, -5.2
47. COc1ccc(C(C(=O)NCc2ccc(F)cc2)N(C(=O)c2csnn2)C2CC2)cc1 (configuration not stated)
 : 1.6, i, -1, 0.4, 2.5, 3.9, 4, -2, -1.6
48. CC(C)Cn1c(O)c2ccc(C(=O)N=NC(=O)c3cccnc3)cc2c1O
 : ., 0.1, -3, -0.6, ., 0.0, 14, 2, -0.6
49. CCN(CC)CC(C(=O)N(CC)CC)P(=O)(c1ccccc1)c1ccccc1 (configuration not stated)
 : -1.1, i, -6, -0.6, ., 0.8, 6, 2, -0.9
50. Nn1c(Nc2ccccc2)nc2ccccc2c1=O
 : -1.3, -2.1, -11, 0.0, ., -0.2, 10, 2, 0.3
51. Cn1c(SC/C=C/c2ccccc2)nnc1-c1cnccn1
 : 15, -4.0, 10, -1.5, ., 1.0, 3, -1, -0.8
52. O=C1CCN(c2ccc([N+](=O)[O-])cc2F)CC1
 : ., 1.5, 4, -1.7, -1.0, -0.1, 8, -5, 0.2
53. CCOc1ccc(-n2c(-c3ccc(OC)cc3)c[n+]3c2CCCCC3)cc1
 : ., i, 9, 0.0, 0.0, 2.8, 4, 1, -3.4
54. CC1Cn2c(nc(=O)c3c2NCN(CCc2ccccc2)C3)S1 (configuration not stated)
 : 1.0, -0.1, 2, -0.3, 1.4, 3.2, -6, -3, -3.5
55. O=C(NCc1ccc(-c2nc3ccccc3s2)cc1)c1ccco1
 : -1.6, -0.8, 13, -1.4, -0.2, 4.9, 16, 1, -2.2
56. O=C(NC(Cc1ccccc1)C(=O)O)C1CCN(S(=O)(=O)c2cccc(C(F)(F)F)c2)CC1 (configuration not stated)
 : -1.3, i, -5, 4.0, 0.7, 0.2, 11, 1, 1.3
57. Nc1ccccc1C(=O)c1ccccc1
 : 0.4, -0.2, -1, -1.5, 0.3, -2.2, 15, 0, -0.7
58. O=C(O)CC(NC(=O)CCc1ccccc1)c1ccc(Cl)cc1 (configuration not stated)
 : -1.3, -0.3, -6, 0.7, 0.8, 0.9, 0, 3, 1.2
59. COc1ccc(S(=O)(=O)N2CCOCC2)cc1NC(=O)Cc1ccc2c(c1)OCCO2
 : -1.0, i, 14, -0.7, 0.9, -0.8, -4, 0, 0.0
